Source: PubChem BioAssay
IMPase Li inh: IMPase inhibition in cells with lithium potentiation. Potency, µM (titrated, usually from 59.4 µM), inactives show top-dose activity, negative = IMPase inhibition, actives largely listed as inhibitors. AID 1457. 210,000 compounds, 0.35% hits. CHO-M1 cells, IP1 TR-FRET (IP-One), carbachol + lithium;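 further: IP1 builds up when IMPase is blocked and the TR-FRET signal falls; plate controls were basal vehicle for no effect and high inhibitor control for full effect; nearly all actives have a fitted effect of over 50% in size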
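IP1 accumulation measured by competitive TR-FRET in lysed CHO-M1 cells after 30 min compound exposure at 37C, with a small lithium addition to potentiate weak responses. Hill-equation AC50 from ratio and donor-channel data.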
Luc counter: counter-screen: inhibitors of Kinase-Glo firefly luciferase. Q27757. Kinase-Glo luciferase, ATP luminescence, 8 min. Potency, µM (highest dose often 38.3 µM), inactives show at the highest dose activity change, negative = inhibition, most hits filed as inhibitors. 200,000 compounds, 0.28% hits. AID 1379; further: on the % scale 0 is the no-effect control and ±100 the full control effect; nearly all actives have a fitted effect of over 60% in size
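Luminescence was the read-out, taken after 8-minute incubation at ambient temperature. Luciferase turned over luciferin with 10 uM ATP in imidazole pH 7.2 buffer containing KCl, MgCl2, Tween 20 and BSA.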
KDM4E inh: inhibitors of human JMJD2E histone demethylase; JMJD2E catalytic domain, FDH-coupled NADH fluorescence (FDH is formaldehyde dehydrogenase); Potency, µM (top dose mostly 57.1 µM), for inactives: at the highest dose activity change, negative = inhibition, hits mostly inhibitors; 230,000 compounds, 1.6% hits; active means well fitted inhibition curve with a large enough effect, not every such curve was filed as active; inconclusive means small, poorly fitted or top-dose-only effect, or another doubt; inactive means no such curve, though single readings can be large or run the other way;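 further: 0% = wells with enzyme and -100% = buffer wells without enzyme; nearly all actives have a fitted effect of over 50% in size; many of its hits are not listed in these tables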
Target sequence (B2RXH2 1-337 limits assumed): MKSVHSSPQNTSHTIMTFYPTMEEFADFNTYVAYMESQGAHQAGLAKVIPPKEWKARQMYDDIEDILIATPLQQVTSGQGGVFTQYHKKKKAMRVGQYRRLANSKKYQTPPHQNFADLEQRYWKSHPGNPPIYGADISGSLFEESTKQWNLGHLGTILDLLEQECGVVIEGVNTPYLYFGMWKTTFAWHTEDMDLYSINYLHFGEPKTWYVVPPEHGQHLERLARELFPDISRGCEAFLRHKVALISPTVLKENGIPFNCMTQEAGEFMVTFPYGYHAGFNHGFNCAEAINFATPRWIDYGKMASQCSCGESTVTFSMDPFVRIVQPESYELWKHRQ
SMN2 splice up: enhancers of SMN2 splice variant expression. 210,000 compounds, 2.8% hits. HEK293 SMN2-luciferase splicing reporter, luminescence, 30-36 h. Potency, µM (titrated, usually from 46.1 µM), inactives show at the top dose activity change, positive = activation, most hits filed as activators; further: % of control where 0% means no effect; nearly all actives have a fitted effect of over 55% in size
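HEK293 cells carry an SMN2 minigene-luciferase reporter in which exon 7 inclusion puts luciferase in frame. Cells were seeded at 2000 cells/well, attached for 10-12 hours, then exposed to compounds for 30-36 hours at 37C before ONE-Glo luminescence.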
GoLoco inh red: blocks human Gai1 binding to RGS12 GoLoco peptide, red readout. P63096. Potency, µM (highest dose often 61.6 µM), for inactives: at the top dose activity, negative = inhibition, most hits filed as inhibitors. Gai1:RGS12 GoLoco peptide FP, rhodamine, 10 min. 230,000 compounds, 0.44% hits; active means well fitted inhibition curve with a large enough effect, not every such curve was filed as active; inactive means no such curve, though single readings can be large or run the other way; further: on the % scale 0 is the no-effect control and ±100 the full control effect; nearly all actives have a fitted effect of over 30% in size; many of its hits are not listed in these tables
NPSR antagonist: neuropeptide S receptor (human) antagonism, cAMP. Potency, µM (doses to about 38.3 µM), inactives show top-dose activity change, negative = inhibition, hits mostly inhibitors. CHO-NPSR cells, cAMP TR-FRET, antagonist mode. AID 1461. 220,000 compounds, 1% hits; further: on the % scale 0 is the no-effect control and ±100 the full control effect; nearly all actives have a fitted effect of over 50% in size; many of its hits are not listed in these tables
RECQ1 inh: inhibitors of human RECQ1 DNA helicase; 240,000 compounds, 0.54% hits; Potency, µM (series often up to 57.3 µM), for inactives: at the top dose activity, negative = inhibition, usual class: inhibitors; RECQ1 DNA unwinding, red fluorescence kinetic read; P46063;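 further: plate controls were vehicle for no effect and no enzyme for full effect; nearly all actives have a fitted effect of over 30% in size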
Target sequence (P46063 whole entry, looked up): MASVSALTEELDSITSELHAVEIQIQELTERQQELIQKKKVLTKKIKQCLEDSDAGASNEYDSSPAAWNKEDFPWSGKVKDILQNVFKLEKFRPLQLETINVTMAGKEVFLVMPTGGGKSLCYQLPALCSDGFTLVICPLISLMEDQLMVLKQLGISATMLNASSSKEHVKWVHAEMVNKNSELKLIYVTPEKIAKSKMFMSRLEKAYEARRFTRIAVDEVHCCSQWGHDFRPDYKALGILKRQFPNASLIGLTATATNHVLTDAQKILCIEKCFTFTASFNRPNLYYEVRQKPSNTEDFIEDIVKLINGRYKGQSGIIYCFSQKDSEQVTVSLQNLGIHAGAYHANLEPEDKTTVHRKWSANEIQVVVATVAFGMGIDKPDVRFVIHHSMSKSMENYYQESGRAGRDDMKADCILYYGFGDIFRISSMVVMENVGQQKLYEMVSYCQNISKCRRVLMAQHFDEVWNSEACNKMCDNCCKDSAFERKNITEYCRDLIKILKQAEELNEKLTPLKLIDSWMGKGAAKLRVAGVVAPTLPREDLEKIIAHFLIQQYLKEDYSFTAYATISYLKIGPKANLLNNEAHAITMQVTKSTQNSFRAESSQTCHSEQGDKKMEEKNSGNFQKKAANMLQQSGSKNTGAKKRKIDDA
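50 nM RECQ1T1 preincubated 15 min with compound in Tris pH 8.0 buffer with MgCl2, DTT, Tween-20 and 2.5 ug/ml poly(dI-dC); started with 200 nM TAMRA/BHQ-2 forked duplex and 2 mM ATP. Unwinding read as fluorescence (525/598 nm), two reads 2 h apart.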
Epigenetic reg: regulators of epigenetic silencing causing reporter derepression in mouse cells | murine LDR cells, GFP reporter derepression, 30 h | Potency, µM (top dose mostly 53.9 µM), for inactives: at the highest dose GFP activation, most hits filed as activators | 280,000 compounds, 0.2% hits | AID 1865; further: % of control where 0% means no effect; nearly all actives have a fitted effect of over 60% in size
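Murine LDR cells carrying a silenced, genomically integrated CMV-driven GFP reporter were exposed to compound for 30 hours at 37 C. After PBS washes, GFP-positive cells (20–120 um objects) were counted by laser-scanning microplate cytometry.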
* = called active by the depositor; & = joins results of further samples; [ ] = another dose, or the depositor's remark. Unless noted, the call rests on the fitted dose curve; in most records, active means well fitted curve in the direction sought with a large enough effect; inconclusive means small, poorly fitted or top-dose-only effect, or another doubt; inactive means no such curve, though single readings can be large; an effect the other way counts as inactive or inconclusive. Potency means the concentration at half of the fitted maximal effect. This is a subset, so the mix of outcomes need not match the whole.

How did COC(=O)CC(NC(=O)c1ccco1)c1ccc(C(C)C)cc1 (stereo unspecified) do in these assays?
IMPase Li inh: 24.3%[38.3 µM]; Luc counter: 20.8%; KDM4E inh: -1.1%; SMN2 splice up: -22.4%; GoLoco inh red: 9.1%; NPSR antagonist: 16.6%[46.1 µM]; RECQ1 inh: -7.9%; Epigenetic reg: 0.0%

Results for C[N+]1(CCNC(=O)/C=N/O)CCCCC1 ?
IMPase Li inh: 3.8%[38.3 µM]; Luc counter: -2.0%; KDM4E inh: -1.9%; SMN2 splice up: 7.5%; GoLoco inh red: 12.6µM*; NPSR antagonist: -3.3%[46.1 µM]; RECQ1 inh: -9.3%; Epigenetic reg: 0.8%

What do the screens show for `Cc1nnc(SCc2nc3sc4c(c3c(=O)[nH]2)CCCC4)n(N)c1=O`?
KDM4E inh: -9.0%; GoLoco inh red: 12.8%; NPSR antagonist: -15.4%; RECQ1 inh: inactive; Epigenetic reg: 1.1%

How did COc1cc(-c2cc(-c3ccccc3)nc(SCC(=O)Nc3nccs3)c2C#N)cc(OC)c1OC do in these assays?
IMPase Li inh: -23.5%[38.3 µM]; Luc counter: -1.7%; KDM4E inh: inconclusive; SMN2 splice up: -20.9%; GoLoco inh red: -6.0%; NPSR antagonist: -15.3%[46.1 µM]; RECQ1 inh: -8.4%; Epigenetic reg: inconclusive

Results for O=[N+]([O-])c1cc(S(=O)(=O)N2CCCC2)ccc1NN=C1CCCCC1 ?
IMPase Li inh: 6.9%; Luc counter: 2.6%; KDM4E inh: 8.1%; SMN2 splice up: 8.3%; GoLoco inh red: 0.9%; NPSR antagonist: -10.8%; RECQ1 inh: -0.6%; Epigenetic reg: 1.1%

Results for COc1cccc(N2CCN(CC(=O)c3c(C)[nH]c4ccccc34)CC2)c1 ?
IMPase Li inh: 26.9%[38.3 µM]; Luc counter: 16.0%; KDM4E inh: -21.6%; SMN2 splice up: -0.1%; GoLoco inh red: -1.2%; NPSR antagonist: -6.3%[46.1 µM]; RECQ1 inh: -10.7%; Epigenetic reg: 1.0%

What do the screens show for `COc1ccc(-c2cc(C(F)(F)F)nc(SCC(=O)NCc3cnn(C)c3C)n2)cc1OC`?
IMPase Li inh: -11.2%; Luc counter: -0.3%; KDM4E inh: -2.1%; SMN2 splice up: -10.7%; GoLoco inh red: 6.4%; NPSR antagonist: -45.6%; RECQ1 inh: 2.2%; Epigenetic reg: -4.3%

Results for CCCCNC(=O)C(=O)c1ccccc1NC(C)=O ?
IMPase Li inh: inconclusive; Luc counter: 2.1%; KDM4E inh: 1.0%; SMN2 splice up: -4.1%; GoLoco inh red: -0.6%; NPSR antagonist: -27.8%[46.1 µM]; RECQ1 inh: -6.1%; Epigenetic reg: -2.2%

What do the screens show for `CCCCCCCC1CC(CSC(=N)N)OC1=O` (stereo unspecified)?
IMPase Li inh: 18.3%[38.3 µM]; Luc counter: -4.0%; KDM4E inh: 0.3%; SMN2 splice up: inconclusive; GoLoco inh red: 1.3%; NPSR antagonist: 4.2%[46.1 µM]; RECQ1 inh: inactive; Epigenetic reg: 8.3%

How did COC(=O)c1c(NC(=O)C2C3CCC(C3)C2C(=O)O)sc2c1CCCCC2 (stereo unspecified) do in these assays?
IMPase Li inh: -7.2%; Luc counter: -9.1%; KDM4E inh: -19.5%; SMN2 splice up: 13.5%; GoLoco inh red: 8.0%; NPSR antagonist: -21.2%; RECQ1 inh: inactive; Epigenetic reg: -0.2%

What do the screens show for `CCCOP(=O)(OCCC)C1(Nc2ccc(C)cc2)CCCCC1`?
IMPase Li inh: 14.0%[38.3 µM]; Luc counter: 2.2%; KDM4E inh: -0.9%; SMN2 splice up: -2.3%; GoLoco inh red: -10.0%; NPSR antagonist: -26.2%[46.1 µM]; RECQ1 inh: -7.7%; Epigenetic reg: 0.0%

Results for OC(COc1ccccc1)CSc1ncn[nH]1 (stereo unspecified) ?
IMPase Li inh: 11.6%[38.3 µM]; Luc counter: 4.0%; KDM4E inh: 6.6%; SMN2 splice up: 21.8%; GoLoco inh red: 7.3%; NPSR antagonist: -3.5%[46.1 µM]; RECQ1 inh: -8.1%; Epigenetic reg: 1.2%

What do the screens show for `COc1ccc(N2CC(C(=O)Nc3ccc4c(c3)OCO4)CC2=O)cc1` (stereo unspecified)?
IMPase Li inh: -3.8%[38.3 µM]; Luc counter: 4.9%; KDM4E inh: -2.8%; SMN2 splice up: -7.4%; GoLoco inh red: 3.0%; NPSR antagonist: -4.0%[46.1 µM]; RECQ1 inh: -9.1%; Epigenetic reg: -3.0%

Results for COC(=O)c1ccc(NC(=S)N2CCN(Cc3ccc(Cl)cc3)CC2)cc1 ?
IMPase Li inh: -0.9%[38.3 µM]; Luc counter: -0.7%; KDM4E inh: 1.7%; SMN2 splice up: 1.5%; GoLoco inh red: 13.4%; NPSR antagonist: -19.7%[46.1 µM]; RECQ1 inh: -5.0%; Epigenetic reg: -2.3%

Results for CCOc1ccc(-n2c(-c3ccc(Cl)cc3)c[n+]3c2SCC3)cc1 ?
IMPase Li inh: 13.9%; Luc counter: -2.7%; KDM4E inh: -2.8%; SMN2 splice up: -47.8%[inhibitor]; GoLoco inh red: -0.5%; NPSR antagonist: -23.6%; RECQ1 inh: 1.4%; Epigenetic reg: -0.4%

What do the screens show for `C=C(C)Cn1c(N2CCC(Cc3ccccc3)CC2)nc2c1c(=O)[nH]c(=O)n2C`?
IMPase Li inh: 5.4%; Luc counter: 4.0%; KDM4E inh: 4.6%; SMN2 splice up: -23.2%; GoLoco inh red: 11.8%; NPSR antagonist: -19.2%[46.1 µM]; RECQ1 inh: -0.3%; Epigenetic reg: -2.0%

Results for Cc1cc(C)nc(Sc2c(F)c(F)c(C(F)(F)F)c(F)c2F)n1 ?
IMPase Li inh: 0.6%[38.3 µM]; Luc counter: -5.0%; KDM4E inh: 0.3%; SMN2 splice up: 3.9%; GoLoco inh red: 6.3%; NPSR antagonist: -23.5%[46.1 µM]; RECQ1 inh: 13.2%; Epigenetic reg: 2.0%

How did O=C(COC(=O)c1ccccc1NC(=O)c1ccco1)Nc1ccc2c(c1)OC(F)(F)O2 do in these assays?
IMPase Li inh: inconclusive; Luc counter: 2.0%; KDM4E inh: inconclusive; SMN2 splice up: -1.2%; GoLoco inh red: 3.8%; NPSR antagonist: -8.9%[46.1 µM]; RECQ1 inh: 1.1%; Epigenetic reg: -0.1%

What do the screens show for `Cc1nc2ccccc2nc1OCC(=O)Nc1ccc2ccccc2c1`?
IMPase Li inh: -6.6%; Luc counter: 1.3%; KDM4E inh: -24.8%; SMN2 splice up: -4.3%; GoLoco inh red: 6.6%; NPSR antagonist: -11.1%; RECQ1 inh: -12.3%; Epigenetic reg: 3.4%

Results for C/C(Cc1ccccc1)=N\NC(=O)CNC(=O)c1ccc(Br)cc1 ?
IMPase Li inh: -3.9%; Luc counter: -0.7%; KDM4E inh: 28.2%; SMN2 splice up: -20.3%; GoLoco inh red: 4.6%; NPSR antagonist: 11.2%; RECQ1 inh: inactive; Epigenetic reg: 0.0%

What do the screens show for `COCCn1nnnc1C(c1cccs1)N1CCN(c2cccc(C(F)(F)F)c2)CC1` (stereo unspecified)?
IMPase Li inh: 22.0%[38.3 µM]; Luc counter: 3.8%; KDM4E inh: -10.2%; SMN2 splice up: 3.1%; GoLoco inh red: 3.9%; NPSR antagonist: -18.0%[46.1 µM]; RECQ1 inh: -12.6%; Epigenetic reg: -1.0%

How did COC(=O)c1ccccc1OCCCCN1CC(C)OC(C)C1 (stereo unspecified) do in these assays?
IMPase Li inh: 3.1%; Luc counter: -6.3%; KDM4E inh: -4.8%; SMN2 splice up: -25.6%; GoLoco inh red: -17.7%; NPSR antagonist: 18.9%; RECQ1 inh: -3.8%; Epigenetic reg: 3.1%

What do the screens show for `NC(=S)n1[nH]c(-c2ccc([N+](=O)[O-])cc2)c(N=Nc2cccc([N+](=O)[O-])c2)c1=O`?
IMPase Li inh: 15.7%; Luc counter: 2.8%; KDM4E inh: inconclusive; SMN2 splice up: -71.5%[inhibitor]; GoLoco inh red: 5.2%; NPSR antagonist: inconclusive; RECQ1 inh: -1.5%; Epigenetic reg: 4.8%

What do the screens show for `O=C(OCCN1CCOCC1)C1(c2ccccc2)CCCCC1`?
IMPase Li inh: 18.7%&-24.0%&24.9%; Luc counter: -2.0%&-0.9%; KDM4E inh: 6.5%&-6.7%; SMN2 splice up: -3.7%&1.0%; GoLoco inh red: 4.4%&-1.1%&7.7%; NPSR antagonist: -13.6%[46.1 µM]; RECQ1 inh: -0.1%&-8.4%; Epigenetic reg: -0.1%&6.3%&-0.4%

How did CCCc1c(OCC(O)COc2ccc3c(=O)cc(C(=O)O)oc3c2CCC)ccc(C(C)=O)c1O (stereo unspecified) do in these assays?
IMPase Li inh: -1.9%; Luc counter: 3.4%[39.9 µM]; GoLoco inh red: 1.5%; RECQ1 inh: -7.4%&0.2%; Epigenetic reg: -1.5%

How did CNC(=S)NNC(=O)c1oc2nc(-c3ccccc3)cc(C)c2c1N do in these assays?
KDM4E inh: inconclusive; GoLoco inh red: -1.0%; NPSR antagonist: -9.8%; RECQ1 inh: -8.9%; Epigenetic reg: 0.1%

What do the screens show for `COc1ccc(CNc2oc(COc3ccccc3Cl)nc2C#N)cc1`?
IMPase Li inh: 53.1%[activator][38.3 µM]; Luc counter: -2.4%; KDM4E inh: -25.9%; SMN2 splice up: -4.6%; GoLoco inh red: 12.0%; NPSR antagonist: -22.3%[46.1 µM]; RECQ1 inh: inactive; Epigenetic reg: 0.0%

What do the screens show for `Cc1ccccc1C(NC(N)=O)c1ccccc1` (stereo unspecified)?
IMPase Li inh: -0.4%[38.3 µM]; Luc counter: 3.9%; KDM4E inh: 3.2%; SMN2 splice up: 10.8%; GoLoco inh red: 6.2%; NPSR antagonist: 5.0%[46.1 µM]; RECQ1 inh: inactive; Epigenetic reg: 0.0%
